High-throughput results (PubChem)
MCF10A rerep: DNA re-replication induction in MCF 10a cells. MCF 10A DNA re-replication, Hoechst nuclear intensity, 48 h. Potency, µM (doses to about 46.1 µM), inactives show at the highest dose activity, positive = re-replication, usual class: activators. 350,000 tested, 2.9% active. AID 624296; note: potency is the fitted concentration of half-maximal effect; % of control where 0% means no effect; nearly all actives have a fitted effect of over 50% in size
TGFb inhibitor: blocks TGF-b signaling | 410,000 tested, 1.2% active | HepG2 CAGA-GFP TGF-b/SMAD3 reporter, GFP fluorescence, 18 h; TGF-beta stimulated, 500 pg/mL final | Potency, µM (top dose mostly 46.1 µM), for inactives: at the highest dose activity, negative = inhibition, most hits filed as inhibitors; note: potency is the fitted concentration of half-maximal effect; % is set by controls: 0 for no effect and ±100 for the full control effect; nearly all actives have a fitted effect of over 65% in size
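Per well, imaged GFP fluorescence of HEPG2 CAGA-GFP cells gives the signal; cells get compound, then TGF-beta (500 pg/mL final), 18 h at 37 degrees C; %Activity versus -TGF-beta and +DMSO controls.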
ATXN viability: viability counter-screen for ATXN expression inhibitors | 400,000 tested, 0.49% active | Potency, µM (highest dose often 56.7 µM), actives largely listed as cytotoxic | S2 cells (HEK-293 line with an ATXN2-luciferase reporter) viability, CellTiter-Fluor protease fluorescence, 24 h; note: potency is the fitted concentration of half-maximal effect; nearly all actives have a fitted effect of over 40% in size
A549 viability: A549 cytotoxicity, counter-screen for Nrf2 inhibitors. A549 ARE-Fluc cells, CellTiter-Fluor viability, 18-24 h. Potency, µM (titrated, usually from 46 µM), for the others: at the highest dose activity change, negative = cytotoxicity, hits mostly inhibitors. 390,000 tested, 0.16% active; note: potency is the fitted concentration of half-maximal effect; % is set by controls: 0 for no effect and ±100 for the full control effect
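A549 ARE-Fluc cells in 5% FBS OPTI-MEM, 5000 cells/well, rested 2 h then exposed to compounds in concentration-response for 18-24 h at 37 °C. Viability by CellTiter-Fluor fluorescence (Ex 405/Em 525) after 30 min; luciferase luminescence (BugLite, 15 min, RT) read afterwards.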
Nrf2 activator: Nrf2 pathway activation | 410,000 tested, 0.31% active | Potency, µM (titrated, usually from 46.1 µM), inactives show top-dose activation, most hits filed as activators | AREc32 ARE-luciferase reporter (MCF7-derived line), luminescence, 24 h; note: potency is the fitted concentration of half-maximal effect; % of control where 0% means no effect; nearly all actives have a fitted effect of over 65% in size
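Luciferase luminescence (Steady-Glo, 30 min at room temperature) served as the read-out of ARE activation in AREc32 cells treated with compounds for 24 hr at 37 deg C.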
Nrf2 inh: blocks Nrf2 signaling | A549 ARE-Fluc reporter, luciferase luminescence, 18-24 h | Potency, µM (doses to about 46 µM), without a hit: top-dose activity change, negative = inhibition, usual class: inhibitors | 360,000 tested, 2.1% active; note: potency is the fitted concentration of half-maximal effect; % is set by controls: 0 for no effect and ±100 for the full control effect; nearly all actives have a fitted effect of over 60% in size
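Two sequential reads on A549 ARE_Fluc cells exposed to compound for 18-24 h: a CellTiter-Fluor fluorescence read for viability, then a luciferase luminescence read for Nrf2/ARE activity.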
ATXN2 expr inh: inhibitors of ATXN2 expression; HEK-293 ATXN2-luciferase reporter, luminescence, 24 h; Potency, µM (titrated, usually from 57 µM), for the others: at the highest dose activity change, negative = inhibition, hits mostly inhibitors; 360,000 tested, 0.72% active; note: potency is the fitted concentration of half-maximal effect; % is set by controls: 0 for no effect and ±100 for the full control effect; nearly all actives have a fitted effect of over 55% in size
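qHTS (up to 57 uM final) was run with 24 h compound exposure of reporter cells at 37 °C. Each well was multiplexed: SteadyGlo luminescence measured ATXN2-luciferase expression after a fluorogenic Gly-Phe-AFC viability readout (25 uM final).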
IL-1B inflam inh: blocks inflammasome-driven IL-1 beta release. THP-1 LPS/ATP IL-1B secretion, AlphaLISA, 16 h; active compounds read low. activity change, % at 57.5 µM. 360,000 tested, 4.7% active. AID 743279; in the data active = activity change below about -50%; inconclusive = mostly about -30% to -49%; note: % is set by controls: 0 for no effect and ±100 for the full control effect
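Secreted IL-1B measured by AlphaLISA bead assay after 16 h compound exposure of THP-1 cells; compounds (final up to 57.5 uM) added 1 h before LPS (250 ng/mL) and ATP (1.25 mM) stimulation; lower signal means less secretion.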
HepG2 viability: HepG2 cytotoxicity, counter-screen for TGF-b inhibitors. HepG2 CAGA-GFP viability, ATP luminescence, 18 h. Potency, µM (titrated, usually from 46.1 µM), for the others: at the top dose activity change, negative = cytotoxicity, actives largely listed as cytotoxic. 410,000 tested, 0.76% active. AID 588856; note: potency is the fitted concentration of half-maximal effect; some results filed as inactive show a strong effect at the top dose
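CellTiter-Glo luminescence gave cytotoxicity after 18 hours at 37 degrees C. The cells were HepG2 CAGA-GFP in 1% FBS DMEM, stimulated with 500 pg/mL TGF-beta after compound addition. %Activity was normalised to no-cell wells (complete cell-killing) and DMSO (no toxicity), and curves were fitted and classified.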
* = called active by the depositor; i = inactive; ? = inconclusive; / = not tested or not shown; [ ] = dose if it differs, or a comment. Unless noted, calls come from the whole dose curve; as a rule, active = well fitted curve in the direction sought with a large enough effect; inconclusive = small, poorly fitted or top-dose-only effect, or another doubt; inactive = no such curve, though single readings can be large; an effect the other way counts as inactive or inconclusive.

SMILES	MCF10A rerep	TGFb inhibitor	ATXN viability	A549 viability	Nrf2 activator	Nrf2 inh	ATXN2 expr inh	IL-1B inflam inh	HepG2 viability
COC(=O)COc1ccc(S(=O)(=O)NCCC2=CCCCC2)cc1	-2%	-44%	i	-4%	2.3%	3%	-9%	17	-21%
Cc1c(Cc2ccccc2)sc(NC(=O)/C=C/c2cccc3ccccc23)c1C(N)=O	2.3µM*	-20%	i	-6%	2.5%	10%	-33%	10	-2%
O=C(Nc1ccc(S(=O)(=O)N2CCCC2)cc1)c1ccc(CN2CCOCC2)cc1	4%	?	?	-14%	4.8%	4.1µM*	?	-22	-6%
Cc1ccc(C(=O)C[n+]2cc(Br)cc(Br)c2)cc1	6%	1%	i	-1%	2.9%	-2%	15%	?	-49%
CCn1nnc2cc(C(=O)Nc3ccc(C)c(Cl)c3)ccc21	/	-23%	i	-4%	-0.3%	?	27%	/	-22%
COc1ccc(NC(=O)CNc2ccccc2N2CCCC2=O)cc1S(=O)(=O)N1CCOCC1	-6%	4%	i	-5%	0.3%	8%	2%	6	6%
O=C(NC1CCCCC1)c1ccc2c(c1)N(Cc1ccc(F)cc1)C(=O)c1ccccc1S2(=O)=O	/	/	/	7%	3.2%	-9%	/	/	7%
CCC(Sc1nc2n[nH]c(C)c2c(=N)n1-c1cccc(Cl)c1)C(=O)NCCOC (stereo unspecified)	5%	4%	i	-17%	4.1%	/	-8%	-27	-24%
CCSC1=C(C#N)C(c2cccs2)C(C(=O)OC)=C(C)N1 (stereo unspecified)	12%	-19%	i	?	2.6%	23µM*	16%	-7	-23%
CC1CCCCN1C(=O)CCC(=O)Nc1nnc(C(F)(F)F)s1 (stereo unspecified)	23µM*	-2%	i	13%	0.2%	10%	/	29	-9%
Cn1nc(C2CC2)cc1NC(=O)CC(CC(=O)O)c1ccccc1 (stereo unspecified)	1%	-9%	i	-9%	-0.3%	-14%	1%	7	-7%
CCOc1ccc(-n2c(SCc3ccc(C(=O)OC)o3)nc3c([nH]c4ccccc43)c2=O)cc1	/	-2%	i	8%	0.8%	/	-11%	/	-20%
CC(=O)NCCOc1nc(N2CCCCC2)nc(N2CCCCC2)n1	-4%	-5%	i	-3%	-0.6%	-2%	-21%	23	-6%
CCCCn1c(SCC(=O)Nc2ccc3c(c2)OCCO3)nnc1C(CC)N(C)C (stereo unspecified)	3%	-5%	i	6%	0.4%	?	/	-6	-29%
COC(=O)C(Sc1nc(C)cc(C)c1C#N)c1ccccc1 (stereo unspecified)	4%	0%	i	-1%	-0.6%	-15%	7%	9	-1%
Cn1[nH]c(C(F)(F)F)c(C=NCc2ccc(Cl)cc2)c1=O	13%	-5%	?	-2%	-0.6%	?	/	-6	-4%
Cn1c(CNC(=O)CNS(=O)(=O)c2ccc(F)cc2F)cc(=O)n(C)c1=O	-8%	1%	i	0%	0.3%	-18%	11%	-4	-1%
CC(C)CNC(=O)COC(=O)c1cc(S(=O)(=O)N2CCCCC2)ccc1N1CCOCC1	0%	-1%	i	1%	-1.3%	-8%	-8%	-15	1%
Cc1cc(C)cc(Oc2coc3cc(O)ccc3c2=O)c1	6%	-11%	i	-3%	-0.1%	?	6%	37	-8%
C=CC(=O)Nc1cccc(Oc2cc(Cl)nc3[nH]ccc23)c1	?	?	18µM*	-9%	?	-11%	?	-72*	-21%

Profiles, quoted from the list. Values in the order: MCF10A rerep | TGFb inhibitor | ATXN viability | A549 viability | Nrf2 activator | Nrf2 inh | ATXN2 expr inh | IL-1B inflam inh | HepG2 viability
Cn1nc(C2CC2)cc1NC(=O)CC(CC(=O)O)c1ccccc1 (stereo unspecified) reads 1% | -9% | i | -9% | -0.3% | -14% | 1% | 7 | -7%
Cc1ccc(C(=O)C[n+]2cc(Br)cc(Br)c2)cc1 reads 6% | 1% | i | -1% | 2.9% | -2% | 15% | ? | -49%
CC1CCCCN1C(=O)CCC(=O)Nc1nnc(C(F)(F)F)s1 (stereo unspecified) reads 23µM* | -2% | i | 13% | 0.2% | 10% | / | 29 | -9%

Additional records:
SMILES	MCF10A rerep	TGFb inhibitor	ATXN viability	A549 viability	Nrf2 activator	Nrf2 inh	ATXN2 expr inh	IL-1B inflam inh	HepG2 viability
CC(=O)c1cccc(NC(=O)CC2Oc3ccc(C)cc3NC2=O)c1 (stereo unspecified)	2%	7%	i	3%	-0.6%	/	-4%	-17	-19%
O=C1C=C(/C=C/c2ccccc2)C[C@@H](c2ccc(F)cc2)C1	?	?	i	0%	11%	4%	2%	-13	-14%
COc1cccc(OCc2cc(C(=O)N3CCNC(=O)C3Cc3ccccc3)no2)c1 (stereo unspecified)	2%	1%	i	7%	-0.5%	18%	32%	-16	0%
CCCOC1CCCN(C(=O)c2cc(COc3ccc(-n4cncn4)cc3)on2)C1 (stereo unspecified)	0%	?	i	0%	0.1%	11%	16%	13	1%
CNC[C@@H]1OCc2ccccc2-c2c(n(C)c3ccccc23)C(=O)N([C@H](C)CO)C[C@H]1C	/	?	32µM*	/	0.3%	/	?	-7	-66%
O=C(Cn1ncc2c3ccccc3n(Cc3cccc(Cl)c3)c2c1=O)NCCCN1CCCCC1	/	2%	i	7%	0.1%	15%	4%	/	-2%
Cc1c(C(=O)N2CCOCC2)[nH]c2c1C(=O)CC(c1ccccc1Cl)C2 (stereo unspecified)	12%	-17%	i	?	-0.1%	-12%	-19%	-17	-35%
Fc1ccc(-c2nnc(CN3CCN(c4ncc(C(F)(F)F)cc4Cl)CC3)o2)cc1	20%	-10%	?	-6%	0.4%	?	-28%	-17	-35%
COC(=O)c1[nH]c2ccc(C)cc2c1NC(=O)CN1CCc2cc(OC)c(OC)cc2C1	?	2%	i	-8%	-0.4%	?	-4%	-12	-17%
Cc1nc2ccccc2n1CCc1nc2c3ccccc3nc(=S)n2[nH]1	-3%	7%	i	-6%	0.3%	5%	-6%	33	0%
COc1ccc(C)cc1NC(=O)c1cc(-c2ccccc2)nc2c1cnn2C(C)C	?	1%	/	18%	-0.7%	-12%	/	-1	-69%
CCNC(=O)n1cc(-n2cncn2)c(-c2ccc(Cl)cc2)n1	4%	1%	i	2%	-0.3%	?	-4%	-13	0%
CN1OC[C@@H]2CN[C@H](c3cccc(Oc4ccccc4)c3)C[C@@H]21	/	2%	i	/	-1.0%	/	21%	-10	-25%
O=C(Nc1c2c(nn1-c1ccccc1)CS(=O)C2)c1ccc(S(=O)(=O)N2CCOCC2)cc1 (stereo unspecified)	4%	8%	i	5%	-0.2%	?	/	-2	8%
COc1ccc(C(=O)Nc2ccc(Cl)cn2)cc1Cl	18µM*	-1%	i	-7%	4.9%	?	43%[activator]	?	-23%
CC(=O)c1ccc(CCCCCCCCCC(=O)O)s1	31%	?	i	-3%	-0.5%	5%	3%	24	-43%
CCN(CCCNC(=O)CN1N=C(c2ccccc2)CCC1=O)c1ccccc1	/	?	/	0%	3.1%	/	/	/	-7%
O=C(O)CNC(=O)C(Cc1ccccc1)NC(=O)OCc1ccccc1 (stereo unspecified)	1%	-14%	i	0%	-0.4%	-1%	-10%	0	-20%
CCOC(=O)C1=C(O)CSC1=Nc1cccc(Cl)c1	-5%	12%	i	4%	-0.4%	/	-12%	-5	19%
Cc1cccc(NC(=O)CSc2cccc[n+]2[O-])c1C	0%	-10%	i	2%	2.2%	-1%	10%	-11	-4%
COc1ccccc1CNS(=O)(=O)c1ccc2c(c1)CC(C)N2C(C)=O (stereo unspecified)	/	1%	i	15%	3.0%	-15%	1%	/	-10%
O=C(NC1CCS(=O)(=O)C1)c1ccc(S(=O)(=O)N2CCCC2)cc1 (stereo unspecified)	-5%	2%	i	-8%	-0.1%	-5%	-8%	0	-56%
CC(=O)c1ccc(NC(=S)NC(=O)CC(C)C)cc1	-6%	-13%	i	-2%	2.9%	?	59%[activator]	-12	-17%
COc1ccccc1N1CCN(/N=C/C(Cl)=C/c2ccccc2)CC1	?	-19%	i	-7%	7.3%	?	34%[activator]	?	-7%
CCOc1ccc(N(CC(=O)Nc2ccccc2OCC)S(=O)(=O)c2c(C)noc2C)cc1	1.3µM*	5µM*	i	-5%	-0.3%	0%	/	53	-12%
CCCCNC(=S)N=Nc1c(O)[nH]c2ccccc12	1%	-23%	i	6%	?	?	1%	-17	-7%
COc1cc(/C=N\NC(=O)CNC(=O)C2COc3ccccc3O2)ccc1O (stereo unspecified)	-12%	8%	i	6%	-0.1%	-22%	3%	17	1%
CC(C)c1ccc(NS(=O)(=O)c2ccc3[nH]cc(C(=O)N4CCCC4)c(=O)c3c2)cc1	/	-1%	i	0%	-0.6%	11%	2%	/	-21%
COc1ccc(S(=O)(=O)N2CCC(C(=O)NCc3ccc(C)cc3)CC2)cc1	-3%	9%	i	1%	-0.5%	0%	5%	1	12%
Cc1cccc(NC(=O)COc2cccc3c2CCNC3=O)c1	/	1%	i	/	-0.6%	/	/	7	-4%
COc1ccc(CN2CCN(C(=O)CN3C(=O)C4C5C=CC(C5)C4C3=O)CC2)c(OC)c1OC (stereo unspecified)	8%	-16%	i	-16%	0.3%	?	-12%	-3	-30%
COc1ccc(NC(=O)CSc2nncc3ccccc23)cc1	?	-8%	i	0%	1.0%	-11%	/	-6	-2%
Nc1ccc(Nc2ccncc2)cc1	/	0%	i	/	0.4%	/	/	-11	-2%
CC(C)COc1ccc(C(=O)NC(CC(C)C)C(=O)O)cc1 (stereo unspecified)	0%	11%	i	2%	-0.3%	-16%	0%	31	-18%
NC(=O)c1ccc(N2CCN(c3ccccc3F)CC2)c([N+](=O)[O-])c1	-6%	0%	i	2%	-0.6%	?	-24%	-7	-1%
